miR-122 sensor = miR-122 Renilla sensor signal increase in Huh7, primary screen, miR-122 inhibitor project, cell-based, single point, plate reader; activation (reporter increase), % at 12.5 µM; AID 602342, 2012; Huh7 miR-122 Renilla luciferase sensor, 48 h; neutral wells = 0, positive control = 100; 340,000 compounds, 0.3% hits;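 active means mean replicate activation score at least 90 and every replicate individually at or above 90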;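 further: higher luciferase means less miR-122 activity so hits act as miR-122 inhibitors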
Cneo AK release = Cryptococcus neoformans cell lysis inducers, primary screen, AK release luminescence, single concentration. C. neoformans lysis, adenylate kinase release luminescence, 4 h; normalised: neutral wells 0, clomiphene wells 100. AID 651654, 2012. lysis activity, % at 15 µM. 360,000 compounds, 0.2% hits;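 active means mean lysis activity across replicates of at least 80%, whatever share of replicates individually reach that level; inactive means mean lysis activity below 80%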
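Material: C. neoformans cells | Amount: Yeast cell density of 5 × 10^6 cells/mL | Medium: Fresh YPD growth medium | Dosing: Single dose | Times: Static 4 h at 37 °C with compound, 1 h detection | Detection: AK luminescence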
Statin myotox sup = suppressors of statin myotoxicity in C2C12 myotubes, primary screen, cell-based, single point, plate reader | C2C12 myotubes + simvastatin, ATP luminescence, 48 h; scaled: DMSO 0, geranylgeraniol control 100 | rescue of ATP level, % at 7.49 µM | 330,000 compounds, 0.78% hits;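 active means mean ATP rescue above about 67%, or every replicate alone reaching that limit, limit read from the data, passing the limit was not always enough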;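 further: myotubes were challenged with 10 µM simvastatin during compound exposure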
INS-1E GSIS act = GLuc luminescence reporter in INS-1E cells, primary screen for activators of glucose-dependent secretion of insulin; INS-1E GLuc reporter insulin secretion, 2-3 h; activation, % at 16.6 µM; 370,000 compounds, 0.61% hits; AID 743287, 2014;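 active means lowest replicate activation of at least 40%, so every replicate reaches that level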;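 further: 0% = median of neutral control wells and 100% = median of IBMX positive control wells; some compounds called inactive have numbers as strong as hits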
PGC1a acetyl inh = inhibitors of PGC1a acetylation signal, primary screen, cell-based, U2OS, AlphaScreen, inhibitor mode. AlphaScreen anti-acetyl-lysine; with virally co-expressed GCN5 acetyltransferase. AID 651687, 2012. 350,000 compounds, 0.17% hits. inhibition, % at 15.6 µM;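 active means every replicate shows inhibition of at least 40%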;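 further: 0% = neutral control wells and 100% = positive control wells; some results beyond the cut were filed as inactive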
FN deposition inh = inhibitors of fibronectin matrix deposition, primary screen, AH1F cells, Alexa488-fibronectin fluorescence, plate reader. AID 743247, 2014. AH1F fibroblasts, overnight. 350,000 compounds, 0.086% hits. inhibition, % at 12.6 µM;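 active means mean inhibition across replicates of 30% or more, regardless of how many single replicates reach that level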;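 further: positive control wells lacked labelled fibronectin entirely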
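Measured by – fluorescence 485/525 nm · System – AH1F fibroblast monolayer, labelled fibronectin deposition · Amount – 10000 cells per well · Buffer or medium – serum-reduced DMEM (2% serum) · Doses – single dose, pinned · Also added – fluorescent fibronectin at 24 nM final · Schedule – 1 h cell attachment, overnight exposure to compound and label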
PglD inh = C. jejuni PglD acetyltransferase inhibitors, primary screen, biochemical, DTNB colorimetric, single point | UDP-N-acetylbacillosamine N-acetyltransferase PglD (Campylobacter jejuni) | AID 602405, 2012 | inhibition, % at 12.5 µM | 360,000 compounds, 0.098% hits | purified PglD enzyme, DTNB colorimetric CoA detection; in the data active means inhibition above about 16%, passing the limit was not always enough; further: strong numbers were not always called active
CFTR F508del cor = F508del CFTR correction, initial screen, CFBE line, single point. CFBE cells, YFP halide quenching; stimulated with forskolin plus potentiator P3; % fluorescence drop versus neutral controls. activity (quench increase), % at 7.58 µM. 350,000 compounds, 0.36% hits. AID 720511, 2013;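 active means mean added fluorescence quench of at least 8% versus neutral control, with both replicates also reaching 8%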;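 further: cells transiently co-express mutant CFTR-F508del with the halide-sensitive YFP; corrector assay measuring rescue of mutant channel to the surface after 24 h compound exposure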
The depositor's hits bear a star; . = no result given; [ ] = remark or other dose. Compounds as they come; any-hit rate near 2.1%.

cpd	Molecule	miR-122 sensor	Cneo AK release	Statin myotox sup	INS-1E GSIS act
1	N#C/C(=C\c1cccn1S(=O)(=O)c1cccc([N+](=O)[O-])c1)S(=O)(=O)c1ccc(F)cc1	3	0	13	11
2	Cc1nnc(SCC(=O)Nc2ccc3c(c2)OCO3)n(N)c1=O	-10	-1	1	-1
3	O=C(C[C@@H]1CC[C@H]2[C@@H](COC[C@@H](O)CN2S(=O)(=O)c2cccc(F)c2)O1)Nc1ccc(-c2ccccc2)cc1	-2[16.7 µM]	-1	-28	-11
4	Cc1cc(NC(=O)c2cc([N+](=O)[O-])ccc2Cl)no1	3	1	.	.
5	O=C(CN1CCOCC1)N[C@@H]1CC[C@H](CCn2cc(C3CCCCC3)nn2)O[C@@H]1CO	.	-2	15	17
6	CCOc1cc(N2CCOCC2)c(OCC)cc1NC(=O)COc1ncnc2ccc(Br)cc12	2	5	7	.
7	CC(C)NS(=O)(=O)c1ccc(OCC(=O)NCc2cccnc2)cc1	-3	0	-8	0
8	CCCCN1C[C@H](Cc2ccccc2)[C@@H](CC(=O)NC)C1=O	-9	-2	4	2

cpd	PGC1a acetyl inh	FN deposition inh	PglD inh	CFTR F508del cor
1	-9	1	-2	1.2
2	-4	.	0	2.7
3	-4	1	0	-1.2
4	.	-4	5	-3.0
5	5	-7	3	-0.1
6	7	.	-7	.
7	-6	.	-7	1.9
8	2	2	-2	2.2

(cont.)
cpd	Molecule	miR-122 sensor	Cneo AK release	Statin myotox sup	INS-1E GSIS act
9	CC(=O)Nc1ccc2c(c1)C(=O)N(C)[C@@H]1CC[C@@H](CC(=O)NCc3ccc4c(c3)OCO4)O[C@H]1CO2	13[16.7 µM]	0	-18	3
10	O=C([C@@H]1[C@@H](CO)[C@@H]2Cn3c(ccc(C4=CCCCC4)c3=O)[C@H]1N2Cc1nccs1)N1CCOCC1	0[16.7 µM]	-2	-11	8
11	N#Cc1ccc(S(=O)(=O)N2CCCN(c3ccc(C(F)(F)F)cn3)CC2)cc1	0	2	.	-10
12	CC(C)NC(=O)Nc1ccc2c(c1)C(=O)N([C@H](C)CO)C[C@H](C)[C@@H](CN(C)C(=O)C1CCCCC1)OCCCC[C@@H](C)O2	11[16.7 µM]	.	-4	-1
13	Cc1ccc(NC(=O)CSc2nc(O)cc(=O)n2-c2ccc(C)cc2)cc1	4	-4	-4	3
14	CO[C@H]1CN(C)C(=O)c2ccc(NC(C)=O)cc2OC[C@H](C)N(C(=O)c2ccccn2)C[C@@H]1C	.	.	.	7
15	CC(C)=C1C(=O)NN(c2cccc(Cl)c2)C1=O	-7	1	5	10
16	O=C(CCn1nnc2ccccc21)Nc1nnc(Cc2ccccc2)s1	-3	-1	17	.

cpd	PGC1a acetyl inh	FN deposition inh	PglD inh	CFTR F508del cor
9	-7	-11	2	-0.9
10	.	.	1	0.2
11	-9	2	1	1.0
12	0	-1	.	-2.3
13	-2	-4	-3	0.9
14	7	-10	.	-1.3
15	4	-5	-5	-3.4
16	-63	4	-4	.

Next part:
cpd	Molecule	miR-122 sensor	Cneo AK release	Statin myotox sup	INS-1E GSIS act
17	CN(Cc1cccs1)C(=O)CN1C(=O)c2ccccc2S1(=O)=O	.	1	-1	26
18	Cc1ccc2cccc(OCc3ccc(F)cc3)c2n1	.	5	14	8
19	Cc1oc(-c2ccccc2Cl)nc1CS(=O)(=O)CC(=O)N1CCOCC1	.	-2	1	.
20	COc1ccc(OC)c(N(C(=O)c2ccco2)C(C(=O)NC2CCCC2)c2cc(OC)c(OC)c(OC)c2)c1 (stereo not drawn)	.	-5	7	-14
21	CC(=O)c1cc2c(cc1NC(=O)Nc1cccc(Cl)c1)OCCO2	-1	0	5	.
22	O=C(CS(=O)(=O)c1c[nH]c2ccccc12)Nc1ccc(F)cc1	-2	-6	10	9
23	CCOc1ccc(CCNC(=O)CS(=O)Cc2nc(-c3ccc(OC)cc3)oc2C)cc1OCC (stereo not drawn)	-9	3	5	-21
24	Cc1ccc(N=C(N(C)C)P(=O)(N(C)C)N(C)C)c(C)c1	-6	.	.	25

cpd	PGC1a acetyl inh	FN deposition inh	PglD inh	CFTR F508del cor
17	.	-7	0	-1.2
18	.	5	.	-1.7
19	.	-1	3	3.4
20	.	0	-2	0.3
21	-1	.	2	.
22	.	8	-4	-3.4
23	-6	-3	3	0.7
24	-4	4	.	-4.5

Carrying on.
cpd	Molecule	miR-122 sensor	Cneo AK release	Statin myotox sup	INS-1E GSIS act
25	O=C(COc1cccnc1[N+](=O)[O-])NCc1cccs1	.	.	.	15
26	CCOC(=O)C1CCCCN1C(=O)CCc1nnc(-c2ccc3c(c2)OCO3)o1 (stereo not drawn)	.	-2	4	0
27	C[C@@H]1CCCCO[C@H](CN(C)S(=O)(=O)c2cn(C)cn2)[C@@H](C)CN([C@H](C)CO)C(=O)c2cc(NS(=O)(=O)c3ccc(F)cc3)ccc2O1	2[16.7 µM]	-2	-14	17
28	O=C(CNC(=O)c1ccc(Cl)cc1)OC1CCOC1=O (stereo not drawn)	.	.	.	-24
29	CN(C)C(=O)c1ccc(-c2ccc([C@H]3[C@H](C#N)N(C(=O)C4CCC4)[C@H]3CO)cc2)cc1	.	-2	-17	3
30	O=C(Cc1ccccc1)Nc1ccc(CN2CCOCC2)cc1	6	14	-27	.
31	COc1ccc([C@@H]2[C@@H]3C(=O)N(C(C)(C)C)C(=O)[C@@H]3[C@]3(CC(C)C)C(=O)N(c4ccc(C(F)(F)F)cc4)C(=O)N23)cc1	.	0	-11	3
32	O=S(=O)(Cc1ccccc1)N1CCCC1	-8	0	.	.

cpd	PGC1a acetyl inh	FN deposition inh	PglD inh	CFTR F508del cor
25	-3	6	.	0.0
26	.	-1	-3	-2.9
27	.	2	-5	1.1
28	7	1	.	3.9
29	-2	-6	3	-6.0
30	12	-5	5	.
31	.	-1	-4	4.7
32	2	.	2	.

(continued)
cpd	Molecule	miR-122 sensor	Cneo AK release	Statin myotox sup	INS-1E GSIS act
33	CCC(=O)Nc1cccc(Oc2nc(C)cc(C)c2C#N)c1	-7	-1	-3	8
34	CCCCNc1ccc(C(=O)Nc2cccc(C)n2)cc1[N+](=O)[O-]	3	-2	-56	-5
35	O=C(c1ccc(F)cc1)N1CCN(Cc2ccccc2)CC1	-2	0	3	-11
36	CO[C@@H]1CN(C)C(=O)c2cc(NS(C)(=O)=O)ccc2OC[C@@H](C)NC[C@@H]1C	.	.	.	3
37	CCNC(=O)C[C@H]1CC[C@H]2[C@@H](COC[C@@H](O)CN2C(=O)c2cccnc2)O1	-6[16.7 µM]	55	-11	24
38	CCOC(=O)c1cnn(-c2sc(C(=O)OCC)c(C)c2C(=O)OCC)c1N	-1	2	-20	-5
39	O=C(Nc1nc(-c2ccccc2)cs1)c1ccco1	-6	0	.	.
40	COC(=O)Nc1ccc(S(=O)(=O)NNC(=O)c2c(O)c3ccccc3[nH]c2=O)cc1	-6	-3	-2	8

cpd	PGC1a acetyl inh	FN deposition inh	PglD inh	CFTR F508del cor
33	-3	-1	3	2.7
34	-2	-2	0	.
35	0	4	-1	-2.3
36	-4	2	.	-1.7
37	1	-5	-3	-0.6
38	-3	.	0	1.4
39	-3	-8	1	2.4
40	-5	1	-3	2.2

The results go on:
cpd	Molecule	miR-122 sensor	Cneo AK release	Statin myotox sup	INS-1E GSIS act
41	CC(C)N1C(=O)CCC1C(=O)NCc1cccs1 (stereo not drawn)	-8	.	12	0
42	CCOC(=O)C1(CC2CCCCO2)CCN(C(=O)Nc2ccc(C(=O)OC)cc2)CC1 (stereo not drawn)	5	0	2	-30
43	Cc1c(C(=O)Nc2ccc(S(=O)(=O)N3CCOCC3)cc2)cccc1[N+](=O)[O-]	0	-2	-8	6
44	CCCOC(=O)c1ccc(Oc2cn[nH]c2-c2ccc(OCC(=O)NN)cc2O)cc1	-4	-6	6	1
45	Cc1ccc(C(=O)C(C)OC(=O)Cc2n[nH]c(=O)c3ccccc23)cc1C (stereo not drawn)	.	2	1	4
46	CO[C@H]1CC[C@H]2CCOc3c(C#N)cccc3C(=O)N(C)C[C@H](c3ccccc3)CC(=O)N(C)C[C@H]1O2	.	17	5	-4
47	CC(C)NC(=O)NCC[C@H]1CC[C@@H](NC(=O)CCN2CCCCC2)[C@@H](CO)O1	.	-2	-6	-11
48	CCOc1ccc(NC(=O)N2CCc3ccccc3C2)cc1	.	-1	-6	25

cpd	PGC1a acetyl inh	FN deposition inh	PglD inh	CFTR F508del cor
41	-6	-4	.	-0.1
42	5	-20	2	-0.9
43	.	-7	-5	2.4
44	6	-10	-6	-4.4
45	-11	0	0	-1.8
46	2	-1	-2	-0.2
47	2	-5	0	2.0
48	.	-2	9	-3.5

Part of the list above, showing only Statin myotox sup.
No. | structure | Statin myotox sup
43 | Cc1c(C(=O)Nc2ccc(S(=O)(=O)N3CCOCC3)cc2)cccc1[N+](=O)[O-] | -8
42 | CCOC(=O)C1(CC2CCCCO2)CCN(C(=O)Nc2ccc(C(=O)OC)cc2)CC1 (stereo not drawn) | 2
46 | CO[C@H]1CC[C@H]2CCOc3c(C#N)cccc3C(=O)N(C)C[C@H](c3ccccc3)CC(=O)N(C)C[C@H]1O2 | 5
45 | Cc1ccc(C(=O)C(C)OC(=O)Cc2n[nH]c(=O)c3ccccc23)cc1C (stereo not drawn) | 1

(more compounds)
cpd	Molecule	miR-122 sensor	Cneo AK release	Statin myotox sup	INS-1E GSIS act
49	CC(C)CN(C(=O)COC(=O)Cc1ccc(Cl)cc1)c1c(N)n(Cc2ccccc2)c(=O)[nH]c1=O	-7	-2	5	9
50	CC(=O)N(C)C[C@@H]1Oc2ncc(C#Cc3ccncc3)cc2C(=O)N([C@H](C)CO)C[C@H]1C	-7[16.7 µM]	-1	14	26
51	O[C@H]1C[C@H](c2ccccc2)N(Cc2cccs2)C[C@@H]1n1cc(C2CC2)nn1	3	0	22	17
52	Cc1ccc(S(=O)(=O)N2CC[C@H]3[C@@H](CO)N(C)c4ccc(-c5ccc(C#N)cc5)cc4[C@H]32)cc1	1[16.7 µM]	-11	3	-40
53	CCNC(=O)CNC(=O)c1nn(Cc2ccccc2)c(=O)c2ccccc12	.	0	-5	5
54	CCOc1ccc(NC(=O)c2cc(S(=O)(=O)N3CCCCC3)c[nH]2)cc1	50	0	-6	-18
55	Cc1cc(C)nc(SC2CC(=O)N(c3ccc(Cl)cc3)C2=O)n1 (stereo not drawn)	-5	-1	3	-3
56	CCS(=O)(=O)Nc1ccc2c(c1)C(=O)N(C)[C@H]1CC[C@H](CC(=O)N3CCCCC3)O[C@@H]1CO2	-5[16.7 µM]	0	4	-4
57	O=C(CN1CCCCCC1)Nc1cccc(Br)c1	-5	-1	-3	.
58	Cc1cc2cc(C)c3nnc(SCC(=O)NCc4ccc5c(c4)OCO5)n3c2cc1C	-2	2	4	.

cpd	PGC1a acetyl inh	FN deposition inh	PglD inh	CFTR F508del cor
49	2	13	4	-0.5
50	0	-11	-5	-2.2
51	.	2	-1	-2.1
52	-10	-2	3	6.5
53	.	4	-1	-2.4
54	-11	-1	-3	-2.6
55	-25	0	-4	0.5
56	-2	-11	0	-2.2
57	.	-2	-3	.
58	4	-5	0	.

Compound activity from PubChem BioAssay.
